Bioassay records as filed in PubChem BioAssay.
KDM5B inhibitor = blocks human KDM5B histone demethylase activity | Q9UGL1 | KDM5B demethylase, FDH-coupled NADH fluorescence (FDH is formaldehyde dehydrogenase) | Potency, µM (titrated, usually from 57.7 µM), inactives show at the highest dose activity change, negative = inhibition, actives largely listed as inhibitors | actives 2.6% (n = 220,000) | AID 1347165; active means well fitted inhibition curve with a large enough effect; inconclusive means small, poorly fitted or top-dose-only effect; inactive means no such curve, though single readings can be large or run the other way; further: 0% is about no effect; nearly all actives have a fitted effect of over 70% in size
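KDM5BΔAP (200 nM final) in 50 mM HEPES pH 7.5, 0.01% Tween-20 was preincubated 10 min at RT with compound over a concentration range. Substrate mix (H3K4me3 12.5 µM, α-KG 25 µM, Fe²⁺, ascorbate, NAD⁺, FDH) was added, and NADH fluorescence change over 30 min gave dose-response curves.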
* hit, by the source's call; ? = inconclusive; & = joins results of further samples; [ ] = another dose, or the depositor's remark. Potency means the concentration at half of the fitted maximal effect. A portion of the library; the hit share may differ from the screen's.

SMILES	KDM5B inhibitor
COc1ccc(OC(C)c2nc3ccccc3[nH]2)cc1 (stereo unspecified)	-3%
CN(CC1(O)CCCN(Cc2ccc(F)cc2)C1=O)C1CCOCC1 (stereo unspecified)	-18%
COc1ccc(CC(=O)Nc2c(C(=O)Nc3ccccc3F)oc3ccccc23)cc1	13%
O=C(Cn1c(=O)nc(-c2ccccc2)c2ccccc21)NCCc1ccccc1	6%
CC1=C(C(N)=O)C(c2cccc(C)c2)n2nc(-c3ccc(Cl)cc3)nc2N1 (stereo unspecified)	?
CCc1nc2nc(C)c(NS(=O)(=O)c3ccc(F)cc3)c(=O)n2[nH]1	-15%
Cn1cncc1CNC(=O)c1nc(-c2cccc(N3CCOCC3)c2)cc2c1ccn2C	-17%[86.2 µM]
Cc1cc(C)c(C(=O)COC(=O)/C=C/c2cccs2)c(C)c1	-15%
O=C(Nc1cccc(C(F)(F)F)c1)OCc1ccncc1	22%
O=C(Nc1ccc2c(c1)OCCO2)C1(CCO)CCN(c2ncccn2)C1 (stereo unspecified)	?
Cc1ccc(S(=O)(=O)Cc2noc([C@@H]3C[C@@H](O)CN3Cc3cccc(OC(F)(F)F)c3)n2)cc1	-9%
COCCCNC(=O)Cn1cnc2sc(C)c(S(=O)(=O)N3CCC(C)CC3)c2c1=O	?
Cn1cnc(S(=O)(=O)N2CC[C@@H]3COCCN(Cc4ccccc4)[C@@H]3C2)c1	-19%
Cc1ccc(CNC(=O)CCC(=O)N2CC(C)Sc3ccccc32)cc1 (stereo unspecified)	-1%
CCC(=O)N1CCc2cc(Br)cc(S(=O)(=O)NCCc3ccc(OC)c(OC)c3)c21	15%
Cc1cccc(N2CCN(c3nc4ccccc4c4nc(-c5ccccc5)nn34)CC2)c1C	2%
O=C(NCc1ccc(F)cc1)C1CCN(c2cn[nH]c(=O)c2)C1 (stereo unspecified)	-18%
Cc1cc(C(=O)CSc2nnc(COc3ccc(Cl)cc3)n2C)c(C)n1CC(F)(F)F	7%
CCOC(=O)CCCCCNCc1ccccc1	7%
CCCOc1ccc(-c2nc(C#N)c(N3CCN(Cc4ccccc4)CC3)o2)cc1	?
COC(=O)c1c(CN2CCC(C(N)=O)CC2)nc2ccccc2c1C	-2%
CC(C)c1ccc(NC(=O)c2ccc3c(c2)CCN3S(=O)(=O)c2ccccc2)cc1	?
c1ccc2c(c1)CCN2C1CN(Cc2cccc3ccccc23)C1	100µM*
CCN(CC)C(=O)CSc1nc2ccsc2c(=O)n1C	?
CCOC(=O)N1CCN(C(=O)/C(=C\c2ccc(SC)cc2)NC(=O)c2ccccc2)CC1	11%

(more compounds)
SMILES	KDM5B inhibitor
CN1c2cc(C(=O)Nc3ccc(C(F)(F)F)cc3)ccc2C(=O)N2CCCCCC21 (stereo unspecified)	?
Cc1nc2cc(NC(=O)c3cccc(S(=O)(=O)Nc4cccc(Cl)c4)c3)ccc2o1	-9%
CCCCCOc1ccc(C(=O)C(CCC(CNC(C)(C)C)C(=O)c2ccc(OCCCCC)cc2)CNC(C)(C)C)cc1 (stereo unspecified)	?
O[C@@H]1C[C@@H](c2nc(-c3ccc4c(c3)OCO4)no2)N(CC2CCCCC2)C1	?
CC(C)(Oc1ccccc1)C(=O)Nc1ccccc1C#N	-6%
CCC1CN(C(=O)c2ccc(C)c(F)c2F)CCC(=O)N1Cc1ccccc1 (stereo unspecified)	-8%
CCCN(Cc1ccccc1)C(=O)CCc1cccs1	6%
Nc1nc(CN2CCN(C(=O)c3cc(Cl)cc(Cl)c3)CC2)nc2ccccc12	2%
O=C(Nc1cccc(F)c1)Nc1cccc(-c2nnc3n2CCCC3)c1	-7%
C#CCOc1cc(Br)c(/C=C2\NC(=O)NC2=O)cc1OCC	4%
COc1ccc(Cl)cc1N(CC(=O)Nc1c(C)n(C)n(-c2ccccc2)c1=O)S(C)(=O)=O	-10%
CN(CCc1ccccn1)[C@H]1[C@@H]2OC[C@@H](O2)[C@@H](NC(=O)Nc2cccc(C#N)c2)[C@@H]1O	?
Cc1oc(-c2ccccc2Cl)nc1CS(=O)(=O)CC(=O)NCc1ccc(F)cc1	?
CNC(=O)c1ccc(NC(=O)C2CCN(S(=O)(=O)c3cccc(C(F)(F)F)c3)CC2)cc1	33%&-2%
COCCNC(=O)[C@H]1C[C@H](Oc2cccnc2)CN1C(=O)Nc1ccc(OC)cc1	-26%
COc1ccc(/C=C/c2nc3cc(C)c(C)cc3s2)c(OC)c1OC	-11%
CCN(CC)Cc1nc(C2(O)CCN(Cc3ccc(C(F)(F)F)cc3)CC2)cs1	-4%[86.2 µM]
CCc1ccc2oc(=O)cc(-c3oc4ccccc4c3N)c2c1	15%
O=C(NC1CCC(C(F)(F)F)CC1)C1CCCCC1 (stereo unspecified)	11%
COC(=O)c1cc(NCc2cccc3ccccc23)ccc1N1CCOCC1	?
COCCn1ncc(N2CCCC(CC(=O)Nc3ccc(Cl)cc3)C2)cc1=O (stereo unspecified)	25%
CC(=O)NC(NC(C)=O)C(Cl)(Cl)Cl	20%
Cc1nccn1CC(=O)N[C@@H]1CN(Cc2ccccn2)C[C@H]1CN(C)C	2%
O=C(c1ccc(Cn2cnnn2)cc1)N1CCC2(CC1)[C@H](O)C[C@@H]2OCCO	6%
O=C1NC[C@@H](CCC(=O)N2CCc3ccccc32)N2C[C@@H](NS(=O)(=O)c3ccccc3)C[C@@H]12	-6%

The list continues.
SMILES	KDM5B inhibitor
O=C(CN1CCN(C(=O)CCc2ncc(-c3ccccc3Cl)o2)CC1)Nc1ccc(F)cc1	3%
Cc1ccc(CNc2nccn(-c3cc(C)cc(C)c3)c2=O)cc1	?
O=c1[nH]nc(-c2ccco2)c2c1Nc1nnnn1C2c1ccc(F)cc1 (stereo unspecified)	?
O=C(c1ccc2c(c1)N(Cc1ccccc1)C(=O)c1ccccc1S2(=O)=O)N1CCN(c2ccccn2)CC1	8%
O=C1C(Cc2ccc(O)cc2)NC(=S)N1C1CCCCC1 (stereo unspecified)	-5%
CCC1c2nccn2CCCN1C(=O)c1nn(C)c2ccccc12 (stereo unspecified)	-1%
COC(=O)c1cc2n(n1)CCN(C(=O)Cc1[nH]nc3ccccc13)C2	-13%
CNC1CNC(=O)c2cc(-c3ccc(OC)cc3)nn21 (stereo unspecified)	-29%
Cc1cc(C(=O)N2CC[C@H]3C(=O)NCCCCCCN(Cc4ccncc4)[C@@H]3C2)n(C)n1	?
Cc1ccc(NC(=O)C2CCCN(S(=O)(=O)c3c(C)n[nH]c3C)C2)cc1Cl (stereo unspecified)	-20%
COc1ccccc1C(=O)NCC(=O)OCC(=O)Nc1nnc(-c2ccccc2)o1	?
O=C(Cn1ccn2nc(-c3ccccc3)cc2c1=O)Nc1cccc(Cl)c1	9%
COc1ccccc1CNc1nc(-c2ccc(C)cc2)cs1	4%
COC[C@@H]1CN(Cc2cc(F)c(F)c(F)c2)C[C@H]1C(=O)NC1CC1	-10%
Cc1nc(N)nc(N2CCOC(Cc3noc(-c4ccccn4)n3)C2)c1C (stereo unspecified)	-10%
Cc1cc(C)c(NC(=O)CNC(=O)CN(C)Cc2ccc(Br)s2)c(C)c1	2%
O=C([C@H]1C[C@H](Oc2cccnc2)CN1C(=O)c1ccccc1)N1CCOCC1	24%
CC(C)Oc1ccc(C(=O)Nc2c(C(=O)Nc3cccc(F)c3)oc3ccccc23)cc1	133%[activator]
COc1ccccc1-c1nc2nccc(-c3ccc(Cl)cc3)n2n1	32µM*
O=C(/C=C/c1ccc(-c2ccccc2)s1)N(Cc1ccco1)C1CC1	?
COc1ccc2[nH]c(=O)c(CCC(=O)NCCCN3CCCCC3C)cc2c1 (stereo unspecified)	28µM*
COCCNC(=O)c1nc(-c2cccc(C(F)(F)F)c2)c2cnccn12	25µM*
COc1cccc(OCC(=O)c2ccc3c(c2)N(CC(=O)NCc2ccc(F)cc2)C(=O)CO3)c1	9%
C[C@@H]1OC(C2CCCCC2)N(C)[C@H]2C[C@H]3c4cc(N5CCOCC5)ccc4CCN3C[C@@H]12 (stereo partly specified)	-8%
CCCc1nc(C(=O)N[C@H]2COC[C@H]2Cc2cc(C)no2)cs1	-10%

(listing goes on)
SMILES	KDM5B inhibitor
O=C(CCn1nc(-c2ccc(Cl)cc2)ccc1=O)NCCc1ccccc1	?
COc1ccc(NC(=O)c2cnc3c(c2)N(C(=O)Cc2ccc(C(C)C)cc2)CCC3)cc1OC	-23%
COc1ccc(C(=O)N2CCOC3(CCN(C(=O)CN)CC3)C2)cc1	4%[115 µM]
COc1cc(C2Nc3ccccc3-c3nnc(SCc4ccc(Cl)cc4)nc3O2)ccc1OCC(=O)O (stereo unspecified)	-17%
COc1cccc(NC(=O)c2csnn2)c1	-29%
COc1ccc2c(c1)C(C[C@H]1CN(C(=O)C(C)(C)C)CC[C@H]1CC(=O)O)=NCC2	35µM*
Cc1cccc(Cn2c(CCNC(=O)C(C)(C)C)nc3ccccc32)c1	10%
CC(C)N(C)Cc1nnnn1CC(=O)NCc1nncn1C1CCCCC1	21%
C=CCNC(=O)NC(=O)CNc1ccccc1C#N	-24%
CCNC(=O)NC(=O)C(C)Oc1ccc(C(=O)c2ccc(Cl)cc2)cc1 (stereo unspecified)	-1%
Cc1cccc(-c2cccc3c4c([nH]c23)[C@@H]2C[C@H](N(C)C(=S)NCCc3ccccc3)[C@H]([C@H](C)O)CN2CC4)c1	?
CC(C)NC(=O)c1ccccc1OCC1CCCNC1 (stereo unspecified)	-3%
Cc1noc2c(NCCN3CCOCC3)cc(-c3ccc(Cl)cc3)nc12	-5%[86.2 µM]
COc1ccc(/C=N/NC(=O)C2CC2)cc1	17%
COc1ccc(C)cc1NC(=O)NNC(=O)c1cc2ccccc2cc1O	?
O=C(CCc1ccc(O)cc1)N1CCN(Cc2ccccc2)CC(O)C1 (stereo unspecified)	-23%
N#Cc1ccc(S(=O)(=O)N2CCC(C(=O)N3CCCC3c3ccc4c(c3)OCCO4)CC2)cc1 (stereo unspecified)	7%
CCC(=O)c1ccc(OC(=O)c2nn(C(C)C)c(=O)c3ccccc23)cc1	8%
CS(=O)(=O)N1CCc2cc(C(=O)Nc3ccc(S(N)(=O)=O)cc3)ccc21	?
COc1cc(C#N)cc(Cl)c1OCc1ccccc1C#N	20%
O=C(CNC(=O)c1ccc(Cl)cc1)OCc1cc(=O)n2ccsc2n1	-17%
COCCn1c(CN2CCC(C(N)=O)CC2)nc2c1c(=O)n(C)c(=O)n2C	7%
CCCc1cc(C(=O)NCCc2nc(-c3ccccn3)no2)n[nH]1	35%
CCCC(=O)Nc1cccc(NC(=O)c2ccc(C)c(C)c2)c1	12%
CCOC(=O)N1CCC(NC(=O)CS(=O)Cc2nc(-c3ccccc3C)oc2C)CC1 (stereo unspecified)	15%

At a glance, part of the list above:
SMILES	KDM5B inhibitor
Cc1cccc(-c2cccc3c4c([nH]c23)[C@@H]2C[C@H](N(C)C(=S)NCCc3ccccc3)[C@H]([C@H](C)O)CN2CC4)c1	?
CC(C)NC(=O)c1ccccc1OCC1CCCNC1 (stereo unspecified)	-3%
Cc1noc2c(NCCN3CCOCC3)cc(-c3ccc(Cl)cc3)nc12	-5%[86.2 µM]
COc1ccc(/C=N/NC(=O)C2CC2)cc1	17%
COc1ccc(C)cc1NC(=O)NNC(=O)c1cc2ccccc2cc1O	?
O=C(CCc1ccc(O)cc1)N1CCN(Cc2ccccc2)CC(O)C1 (stereo unspecified)	-23%
N#Cc1ccc(S(=O)(=O)N2CCC(C(=O)N3CCCC3c3ccc4c(c3)OCCO4)CC2)cc1 (stereo unspecified)	7%
CCC(=O)c1ccc(OC(=O)c2nn(C(C)C)c(=O)c3ccccc23)cc1	8%
CS(=O)(=O)N1CCc2cc(C(=O)Nc3ccc(S(N)(=O)=O)cc3)ccc21	?
COc1cc(C#N)cc(Cl)c1OCc1ccccc1C#N	20%
O=C(CNC(=O)c1ccc(Cl)cc1)OCc1cc(=O)n2ccsc2n1	-17%
COCCn1c(CN2CCC(C(N)=O)CC2)nc2c1c(=O)n(C)c(=O)n2C	7%
CCCc1cc(C(=O)NCCc2nc(-c3ccccn3)no2)n[nH]1	35%
CCCC(=O)Nc1cccc(NC(=O)c2ccc(C)c(C)c2)c1	12%
CCOC(=O)N1CCC(NC(=O)CS(=O)Cc2nc(-c3ccccc3C)oc2C)CC1 (stereo unspecified)	15%

The list goes on.
SMILES	KDM5B inhibitor
COc1cc(C(CC(=O)NCc2ccccc2Cl)N2Cc3ccccc3C2=O)cc(OC)c1OC (stereo unspecified)	-14%
O=C(NCc1nnc2cc(-c3nc(C4CC4)no3)ccn12)c1ccccc1Cl	22µM*
Cc1ccc(NC(=O)N[C@H]2C[C@@H](c3nc(-c4ccc(F)cc4)no3)N(C)C2)cc1	28%[86.2 µM]
COCCN1CC2(CCCN(Cc3ccc4cccc(F)c4n3)C2)CCC1=O (stereo unspecified)	0%
CC(C(N)=O)N1C(=O)NC2(CCCc3ccccc32)C1=O (stereo unspecified)	-3%
CCCN(CCC)CCCNC(=O)Cn1ncc2c3ccccc3n(Cc3ccccc3F)c2c1=O	16%
COc1ccc(C(=O)NCCC2CCN(C(=O)Nc3cc(F)ccc3F)CC2)cc1	4%
CC(C)CCN1C(=O)CC(NNC(=O)c2ccc(S(=O)(=O)N3CCCC3)cc2)C1=O (stereo unspecified)	?
Cc1ccccc1Cc1c(C)nc2nc(SCC(=O)NC(C)c3ccccc3)nn2c1C (stereo unspecified)	-3%
CS(=O)(=O)N1Cc2ccccc2CC2(CCN(Cc3ccccn3)C2)C1 (stereo unspecified)	?
CCN1CCN(CCNC(=O)c2ccc(N3CC4CC(C3)[C@H]3CCCC(=O)N3C4)nc2)CC1 (stereo partly specified)	?
CCC(Oc1ccccc1)C(=O)Nc1ccc2oc(-c3ccc(OC)cc3)nc2c1 (stereo unspecified)	?
Cc1nn(-c2ccc(C(C)C)cc2)c(C)c1[C@@H]1C=C[C@@H](NC(=O)NC(C)C)C1	-9%[86.2 µM]
